Source: PubChem BioAssay
HP1b chromo inh – inhibitors of HP1-beta chromodomain binding to methylated histone tails | AlphaScreen HP1-beta / biotin-H3K9me3 peptide binding | AID 540317 | Potency, µM (titrated, usually from 114 µM), for inactives: at the highest dose activity change, negative = inhibition, usual class: inhibitors | actives 0.56% (n = 390,000); also: potency is read from the fitted curve at half-maximal effect; nearly all actives have a fitted effect of over 70% in size; inactives centre near 23
Target sequence (P83916 whole entry, looked up): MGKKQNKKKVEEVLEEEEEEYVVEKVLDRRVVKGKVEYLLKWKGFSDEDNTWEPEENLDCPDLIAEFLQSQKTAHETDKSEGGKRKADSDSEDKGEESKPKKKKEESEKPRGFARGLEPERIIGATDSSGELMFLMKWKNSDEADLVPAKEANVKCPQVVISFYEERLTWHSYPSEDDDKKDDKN
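AlphaScreen: HP1-beta (50 nM) preformed 30 min with biotin-H3(1-18)K9me3 peptide (50 nM) in PBS pH 7.4, 0.01% Tween-20. Compound added for 30 min at RT, then streptavidin donor/nickel chelate acceptor beads (10 ug/mL) for 30 min.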
ERG-DNA inh – ERG Ets/DNA interaction inhibition | Potency, µM (series often up to 76.9 µM), for the others: top-dose FP activity, negative = inhibition, most hits filed as inhibitors | actives 0.028% (n = 370,000) | fluorescence polarization, His-ERG Ets domain / labelled DNA; active = well fitted inhibition curve with a large enough effect in the polarisation, with a control signal flat; inconclusive = small, poorly fitted or top-dose-only effect, or effect the other way, or a change in a side signal; inactive = no such curve, though single readings can be large or run the other way; the % refers to the polarisation;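 also: polarization taken with two DNA probes labelled with fluorescein and Texas red; potency is read from the fitted curve at half-maximal effect; % of control where 0% means no effect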
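His-tagged ERG Ets domain (1 uM in the protein solution; 300mM KCl, 50mM Tris-HCl, 1mM EDTA, 1mM DTT, pH 7.5) received compound, then a probe mix of 5 nM fluorescein-DNA and 100nM Texas-615-DNA. Fluorescence polarization was read for both dyes.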
PI4K2A block – inhibitors of human PI4K2A | purified PI4K2A, ADP-Glo luminescence, 1 h; hits give low values | activity change, negative = inhibition, % at 76.9 µM | actives 0.13% (n = 420,000); in the data active = activity change below about -50%; inconclusive = mostly about -30% to -49%;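 also: -100% = wells without enzyme as full effect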
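ADP-Glo luminescence measured ADP generated by PI4K2A enzyme (4 ug/mL before mixing) with 1.2 mM PI substrate (pre-mix) and 300 microM ATP (pre-mix). Tris pH7.5 buffer with MgCl2, Triton X-100; 1 h reaction at ambient temperature.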
BAZ2B block – blocks human BAZ2B; Potency, µM (top dose mostly 114 µM), inactives show top-dose activity change, negative = inhibition, hits mostly inhibitors; AlphaScreen BAZ2B-H3K14Ac peptide displacement; actives 4.4% (n = 360,000); Q9UIF8; AID 504333; also: potency is read from the fitted curve at half-maximal effect; % is scaled to controls: 0 for no effect and ±100 for the full control effect; nearly all actives have a fitted effect of over 60% in size
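Protein-peptide AlphaScreen: BAZ2B 50 nM, b-H3K14Ac 50 nM, 1x PBS pH 7.4 + 0.01% Tween-20. Preincubation 30 min RT; cpd 30 min RT (top 110 uM); beads 20 min RT, light-protected.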
GLS inh – glutaminase GLS (human) inhibition; O94925; GLS enzymatic activity, qHTS titration; Potency, µM (series often up to 45.5 µM), for the others: top-dose activity change, negative = inhibition, hits mostly inhibitors; actives 0.21% (n = 410,000); also: potency is read from the fitted curve at half-maximal effect; % is scaled to controls: 0 for no effect and ±100 for the full control effect
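Two-point fluorescence kinetic (t0, 30 min RT) for hKGA; glutamate detected via glutamate oxidase–HRP–Amplex Red. Substrate: 1 mM L-glutamine solution; buffer 45 mM KH2PO4, pH 8.2.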
JMJD2A Tudor – inhibitors of human JMJD2A Tudor domain; O75164; AlphaScreen JMJD2A-Tudor / H3K4me3 peptide binding; actives 4.4% (n = 390,000); AID 504339; Potency, µM (highest dose often 114 µM), for inactives: at the highest dose activity change, negative = inhibition, hits mostly inhibitors; also: potency is read from the fitted curve at half-maximal effect; % is scaled to controls: 0 for no effect and ±100 for the full control effect; nearly all actives have a fitted effect of over 50% in size
G9a block – G9a (human) methyltransferase inhibition. Q96KQ7. Potency, µM (titrated, usually from 102 µM), inactives show top-dose activity, negative = inhibition, most hits filed as inhibitors. actives 8.8% (n = 350,000). G9a H3K9 monomethylation, AlphaScreen, 2 h; also: potency is read from the fitted curve at half-maximal effect; % is scaled to controls: 0 for no effect and ±100 for the full control effect; nearly all actives have a fitted effect of over 75% in size
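Readings reflect AlphaScreen signal from monomethyl-H3K9 antibody detection. HMT at 20 nM; substrate b-H3K9 500 nM; cofactor SAM 20 uM; 2 h RT reaction; compounds tested as titrations in qHTS with 15 min preincubation.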
RGS4 inh – human RGS4 inhibition; AID 504845; Potency, µM (series often up to 114 µM), for the others: top-dose activity change, negative = inhibition, most hits filed as inhibitors; P49798; actives 0.039% (n = 390,000); Transcreener GDP fluorescence polarization, RGS4-accelerated GTP hydrolysis; also: potency is read from the fitted curve at half-maximal effect; % is scaled to controls: 0 for no effect and ±100 for the full control effect; nearly all actives have a fitted effect of over 75% in size; some results filed as inactive show a strong effect at the top dose
Target sequence (P49798 whole entry, looked up): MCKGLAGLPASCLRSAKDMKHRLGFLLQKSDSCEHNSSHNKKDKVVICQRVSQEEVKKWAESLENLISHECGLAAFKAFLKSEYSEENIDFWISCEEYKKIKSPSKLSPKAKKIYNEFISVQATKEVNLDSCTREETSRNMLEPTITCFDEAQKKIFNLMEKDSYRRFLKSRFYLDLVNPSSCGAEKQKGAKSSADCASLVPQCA
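MLSMR compounds (23 nl, pin-transferred) preincubated 10 min at room temperature with a 500nM (2x) first reagent, then RGS4 at 900nM (2x) plus Transcreener GDP mix added; fluorescence polarization (620/688 nm) read before and after 90 min at 30 °C.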
ALOX12 inh – blocks human arachidonate 12S-lipoxygenase | P18054 | purified 12hLO, xylenol orange hydroperoxide absorbance | Potency, µM (series often up to 108 µM), inactives show top-dose activity change, negative = inhibition, actives largely listed as inhibitors | actives 1.1% (n = 580,000) | AID 1671190; also: potency is read from the fitted curve at half-maximal effect; % is scaled to controls: 0 for no effect and ±100 for the full control effect
Target sequence (P18054 whole entry, looked up): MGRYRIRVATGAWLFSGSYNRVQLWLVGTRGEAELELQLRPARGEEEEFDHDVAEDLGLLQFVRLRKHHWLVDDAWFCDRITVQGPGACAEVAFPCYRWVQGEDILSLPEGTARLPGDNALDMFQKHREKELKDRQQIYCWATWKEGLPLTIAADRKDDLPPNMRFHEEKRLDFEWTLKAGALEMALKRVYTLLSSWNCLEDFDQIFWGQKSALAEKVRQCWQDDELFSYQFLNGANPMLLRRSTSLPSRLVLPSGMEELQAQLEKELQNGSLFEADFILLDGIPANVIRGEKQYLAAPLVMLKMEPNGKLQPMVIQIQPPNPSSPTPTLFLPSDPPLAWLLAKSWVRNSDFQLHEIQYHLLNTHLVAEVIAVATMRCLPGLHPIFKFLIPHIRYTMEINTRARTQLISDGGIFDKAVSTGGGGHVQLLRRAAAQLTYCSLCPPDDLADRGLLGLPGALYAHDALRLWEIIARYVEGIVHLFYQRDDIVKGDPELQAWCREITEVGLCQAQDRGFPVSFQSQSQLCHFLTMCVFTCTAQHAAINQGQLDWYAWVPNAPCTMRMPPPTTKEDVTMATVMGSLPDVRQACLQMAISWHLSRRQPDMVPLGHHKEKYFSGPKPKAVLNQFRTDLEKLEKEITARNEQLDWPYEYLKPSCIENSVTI
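Hydroperoxide product was detected by ferrous iron/xylenol orange as the 573 to 405 nm absorbance ratio. Arachidonic acid at 40 uM (final) was turned over for 30 min at room temperature by 150 nM human 12hLO, pH 7.0 Hepes buffer, after 15 min compound preincubation.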
* = called active by the depositor; ? = inconclusive; . = no result given; [ ] = another dose, or the depositor's remark. Unless noted, calls follow the shape of the dose curve; as a rule, active = well fitted curve in the direction sought with a large enough effect; inconclusive = small, poorly fitted or top-dose-only effect, or another doubt; inactive = no such curve, though single readings can be large; an effect the other way counts as inactive or inconclusive. These rows are one share of the data; rates above refer to the full screens.

Values in the order: HP1b chromo inh | ERG-DNA inh | PI4K2A block | BAZ2B block | GLS inh | JMJD2A Tudor | G9a block | RGS4 inh | ALOX12 inh
CC(NC(=O)CCSCCC(=O)NC(C)c1ccccc1)c1ccccc1 (stereo unspecified)
    15% | 2% | 6 | 3% | 2% | -24% | 17%[59 µM] | -4% | -26%
CC1C(=O)N(Cc2ccccc2F)c2ccccc2N1C(=O)c1c(F)cccc1F (stereo unspecified)
    45%[activator] | 16% | 1 | 2% | -11% | 4% | 22% | -4% | ?
Cc1oc(-c2ccccc2Cl)nc1CN(C)C(C)c1ccon1 (stereo unspecified)
    6% | 0% | -1 | -25% | -4% | -11% | 4%[12.7 µM] | -18% | -4%
O=C(CSc1nc(-c2ccco2)cc(C(F)(F)F)n1)NC1CCCC1
    36% | 1% | -1 | 0% | 6% | -8% | ? | 19% | -13%
CCN(C(=O)COC(=O)CNC(=O)c1cccs1)c1c(N)n(Cc2ccccc2)c(=O)[nH]c1=O
    25% | -9% | -1 | . | 9% | -6% | . | 13% | 0%
CCC(=O)Nc1cccc(C(=O)c2ccccc2)c1
    -5% | . | 1 | -35% | 0% | -30% | ? | 11% | 19%
O=C(COC(=O)c1ccc(O)cc1O)Nc1ccc2ccccc2c1
    20% | -11% | -3 | 8% | 11% | -22% | 17%[12.7 µM] | 21% | -1%
COc1ccccc1OCCCOc1cccc(/C=C2\SC(=O)NC2=O)c1
    -2% | 0% | 3 | 79µM* | ? | 22µM* | -1%[0.501 µM] | -87%[56.9 µM] | -28%
Cc1ccc(NC(=O)CSC2=NCCN2)cc1
    43%[activator] | -3% | -9 | -4% | -5% | ? | 24%[59 µM] | -48% | 12%
CCOC(=O)c1ccc(-c2ccc3[nH]c4ccccc4c(=O)c3c2)cc1F
    38% | 9% | -3 | 6% | -17% | -15% | 14% | 7% | -23%
NNC(=O)CC1NCCN(Cc2ccccc2)C1=O (stereo unspecified)
    26% | -5% | 5 | 1% | -2% | -7% | 9% | 5% | 9%
Cc1ccc(S(=O)(=O)NCc2ccncc2)cc1
    14% | 7% | -1 | 10% | 7% | -2% | 18% | 21% | 0%
Cc1nc2ccccn2c1-c1ccnn1S(=O)(=O)c1ccc(F)cc1
    22% | ? | -1 | -19% | 1% | -11% | . | 8% | ?
O=C(CSc1nc(-c2cccs2)nc2ccccc12)NC1CCS(=O)(=O)C1 (stereo unspecified)
    47%[activator] | 8% | -1 | -5% | -1% | -5% | 13%[59 µM] | -20% | ?
Cc1nnc(-c2ccccc2)o1
    8% | 1% | 8 | -31% | -7% | -13%[11.4 µM] | -5% | 12%[11.4 µM] | -11%
Cc1ccccc1CN1C(=O)c2ccccc2Sc2ccc(C(=O)OCc3ccco3)cc21
    17%[57 µM] | -2% | -11 | -19% | -6% | -15% | -28%[59 µM] | -9% | -5%
O=C(NNC(=S)NCCc1ccccc1)c1ccc(Br)s1
    3% | -2% | 1 | -31% | 5% | ? | -18% | -35% | 6%
CC(=O)c1cccc(Nc2nc(-c3sc(C)nc3C)cs2)c1
    -3% | 4% | 1 | -22% | -20% | -21% | 2% | -1% | 0%
O=C(NCCC1=CCCCC1)NC1CCCCC1
    42%[activator] | -9% | 2 | 3% | 2% | -8% | 32%[59 µM] | -3% | -8%
O=C(Nc1ccccc1)C1CCN(S(=O)(=O)c2ccc3c(c2)CCCN3C(=O)C2CCC2)CC1
    15%[57 µM] | -1% | -2 | 3% | 4% | -15% | 8%[59 µM] | 9% | 4%
COc1ccc(/C=C(/NC(=O)c2ccc([N+](=O)[O-])cc2)C(=O)NC(C)(C)C)cc1
    29% | -3% | -1 | 18% | 10% | 10% | -7% | -13% | -5%
O=C(Cc1ccc(F)cc1)OCC(=O)N1CCN(S(=O)(=O)c2ccc(Cl)cc2)CC1
    14% | 3% | 1 | 19% | -8% | -5% | 2% | 2% | 0%
NC(=O)CC(NC(=O)Cc1cccc2ccccc12)c1ccc(NC2CCCCCCC2)c([N+](=O)[O-])c1 (stereo unspecified)
    0% | 2% | -1 | -4% | 3% | ? | -5%[59 µM] | -2% | -25%
CCCCN(C)CCCNC(=O)CN1N=C(c2ccc(Cl)cc2)CCC1=O
    20% | 0% | 7 | 13% | -4% | -6% | 38% | 13% | 0%
CC1Nc2ccc(C(=O)NC3CCCCC3)cc2NC1=O (stereo unspecified)
    42%[activator] | 23% | -1 | -17% | -3% | 0% | 35µM* | -10% | 10%
CCOc1ccccc1N(C(=O)CNC(=O)c1ccco1)C(C(=O)NC(C)(C)C)c1ccncc1 (stereo unspecified)
    52%[activator] | -7% | 4 | -1% | -20% | -12% | -26% | 16% | 1%
c1ccc(N2CCOCCOCCOCCOCC2)cc1
    38%[activator] | 9% | 2 | -8% | 3% | -5% | ? | -4% | 0%
CCOc1ccccc1Nc1nnc(SCC(=O)N2CCCC2)s1
    30%[activator] | 7% | -6 | -3% | 11% | 3% | -5%[12.7 µM] | 8% | -27%
CC(C)(C)C(CCl)C(=O)NN=C(c1ccccc1)c1ccccc1 (stereo unspecified)
    49%[activator] | 9% | -19 | ? | 28% | 100µM* | -29%[2.33 µM] | 22% | -22%
Cc1cc(C)cc(NC(=O)CN2CCN(C(=O)C3CCCO3)CC2)c1 (stereo unspecified)
    30% | 15% | 0 | 0% | 4% | -9% | 77%[activator] | 3% | 14%

Overlap with the part before: two compounds, then new ones.
Values in the order: HP1b chromo inh | ERG-DNA inh | PI4K2A block | BAZ2B block | GLS inh | JMJD2A Tudor | G9a block | RGS4 inh | ALOX12 inh
CC(C)(C)C(CCl)C(=O)NN=C(c1ccccc1)c1ccccc1 (stereo unspecified)
    49%[activator] | 9% | -19 | ? | 28% | 100µM* | -29%[2.33 µM] | 22% | -22%
Cc1cc(C)cc(NC(=O)CN2CCN(C(=O)C3CCCO3)CC2)c1 (stereo unspecified)
    30% | 15% | 0 | 0% | 4% | -9% | 77%[activator] | 3% | 14%
Cc1cccc(N2CCN(Cc3oc(CO)cc(=O)c3O)CC2)c1C
    25% | -4% | 3 | -37% | 25% | ? | 5%[12.7 µM] | 22% | -19%
Cc1ccc(NC(=O)c2cc(N3C(=O)C4CC=CCC4C3=O)ccc2N2CCCCC2)cc1 (stereo unspecified)
    16% | 2% | 0 | -30% | 1% | -2% | 8%[12.7 µM] | -4% | 0%
Cc1nc(-c2ccc(NS(C)(=O)=O)cc2)cs1
    2% | 7% | -6 | 7% | 6% | -24% | -4% | -52% | 0%
O=C(CNC(=O)c1n[nH]c2ccccc12)Nc1cc(Cl)ccc1Cl
    22% | 15% | -5 | . | 3% | 2% | . | 23% | 1%
CC1(C)CC(=O)c2c(noc2-c2ccccc2)C1
    32% | 2% | -1 | 35% | 3% | -3% | ? | 47% | 0%
NC(=O)CC(NC(=O)c1ccccc1)c1ccc(NCCc2ccc(F)cc2)c([N+](=O)[O-])c1 (stereo unspecified)
    30% | -19% | 5 | -8% | -7% | -8% | -6%[12.7 µM] | -22% | -20%
COc1ccc(Cl)cc1S(=O)(=O)NCc1nc2nc(C)cc(C)n2n1
    30% | -11% | 1 | 9% | 1% | -10% | 4% | 23% | -3%
Cc1nn(-c2ccc(F)cc2)c(C)c1NS(=O)(=O)c1ccc(Cl)cc1
    41%[activator] | 8% | -1 | -1% | 3% | -15% | 5%[12.7 µM] | -18% | ?
O=C1CCC([N+](=O)[O-])C(c2ccccc2F)N1 (stereo unspecified)
    36% | 0% | 2 | 5% | -2% | -15% | -2% | -17% | 0%
CCOc1ccc(/C=N/n2c(SC)nnc2-c2ccccc2)cc1OCC
    18% | -7% | 4 | -22% | 19% | -24% | 0%[12.7 µM] | -6% | 0%
OC(COc1ccc(Br)cc1)CN1CCC(Cc2ccccc2)CC1 (stereo unspecified)
    37% | 2% | -2 | -24% | 0% | -8% | 79µM* | 2% | ?
O=C(Cc1ccccc1)NCC(=O)OCC(=O)c1ccccc1Cl
    34% | -4% | 4 | -2% | -1% | -23% | 36%[12.7 µM] | -2% | 1%
COc1ccc(/C=C(/NC(=O)c2ccccc2)C(=O)NCC2CCCO2)cc1 (stereo unspecified)
    21% | 2% | -3 | -3% | -4% | -2% | -1% | -3% | -11%
O=C1C=C(c2ccc(Oc3ccccc3)cc2)C[C@@H](c2ccc(F)cc2)C1
    30% | -4% | -1 | -4% | 1% | 8% | 3%[0.501 µM] | 35% | 2%
COCCCN(C(=O)CC1OC(=O)c2ccccc21)c1c(N)n(Cc2ccccc2)c(=O)[nH]c1=O (stereo unspecified)
    40%[activator] | -1% | -4 | -11% | 1% | -7% | -25% | -8% | -4%
COC(=O)Cn1c(=NC(=O)CSCC(=O)NC2CCCCC2)sc2cc(OC)ccc21
    23% | 4% | -9 | 5% | 6% | -25% | -32%[12.7 µM] | -14% | .
